Bioassay records deposited in PubChem BioAssay by The Scripps Research Institute Molecular Screening Center.
LYPLA1 inh = LYPLA1 inhibitors, primary screen, counter-screen for PME1 inhibitor project, biochemical, fluorescence polarization, FP-Rh probe ABPP; AID 2174, 2009; 0.16% of 320,000 active; Acyl-protein thioesterase 1 (Homo sapiens), O75608; recombinant LYPLA1; inhibition, % at 5.9 µM;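 active = inhibition above the mean of all tested compounds plus 3 SD, set per campaign, cut at about 14% in these data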;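 also: inhibitors block serine hydrolase probe labeling of LYPLA1 so polarization falls; 0% = enzyme with DMSO and 100% = wells lacking LYPLA1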
Target sequence (O75608 whole entry, looked up): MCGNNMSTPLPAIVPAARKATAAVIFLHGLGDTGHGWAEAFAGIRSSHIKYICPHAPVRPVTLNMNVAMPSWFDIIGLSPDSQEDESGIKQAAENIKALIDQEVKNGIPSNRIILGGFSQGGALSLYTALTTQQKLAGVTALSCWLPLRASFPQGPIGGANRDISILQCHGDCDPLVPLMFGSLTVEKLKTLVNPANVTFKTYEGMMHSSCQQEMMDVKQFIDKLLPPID
PAFAH2 inh = PAFAH2 enzyme inhibitors, primary screen, biochemical, fluorescence polarization, human; 0.99% of 340,000 active; inhibition, % at 3.39 µM; Platelet-activating factor acetylhydrolase 2, cytoplasmic (Homo sapiens), Q99487; AID 492956, 2010; recombinant PAFAH2, FP-rhodamine activity probe;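 active = inhibition above the mean over all tested compounds plus 3 SD, cut at about 30% in these data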;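 also: inhibitors block probe labeling of enzyme so polarization drops; 0% = enzyme with DMSO and 100% = wells lacking PAFAH2 protein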
PAFAH1B2 FP inh = PAFAH1B2 enzyme inhibitors, primary screen, biochemical, fluorescence polarization, human | Platelet-activating factor acetylhydrolase IB subunit alpha2 (Homo sapiens), P68402 | recombinant PAFAH1B2, FP-rhodamine activity probe | inhibition, % at 3.39 µM | 1.2% of 340,000 active;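 active = inhibition above the mean of all tested compounds plus 3 SD, cut at about 24% in these data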;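 also: 0% = enzyme with DMSO and 100% = wells lacking PAFAH1B2; many of its hits are not listed in these tables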
pPAFAH FP inh = pPAFAH enzyme inhibitors, primary screen, biochemical, fluorescence polarization, human; inhibition, % at 3.39 µM; AID 463082, 2010; Platelet-activating factor acetylhydrolase (Homo sapiens), Q13093; 1.5% of 330,000 active; recombinant pPAFAH, FP-rhodamine probe fluorescence polarization;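 active = inhibition above the mean inhibition across the screen plus 3 SD, cut at about 25% in these data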;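 also: inhibitors block binding of the rhodamine activity-based probe so polarization drops; 0% = enzyme with DMSO and 100% = wells lacking pPAFAH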
PAFAH1B3 inh = PAFAH1B3 enzyme inhibitors, primary screen, biochemical, fluorescence polarization, human; inhibition, % at 3.39 µM; 0.28% of 340,000 active; recombinant PAFAH1B3, FP-rhodamine probe;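 active = inhibition above the screen-wide average of all tested compounds plus 3 SD, cut at about 25% in these data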;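 also: 0% = enzyme with DMSO only and 100% = wells lacking PAFAH1B3 protein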
Target sequence (Q15102 whole entry, looked up): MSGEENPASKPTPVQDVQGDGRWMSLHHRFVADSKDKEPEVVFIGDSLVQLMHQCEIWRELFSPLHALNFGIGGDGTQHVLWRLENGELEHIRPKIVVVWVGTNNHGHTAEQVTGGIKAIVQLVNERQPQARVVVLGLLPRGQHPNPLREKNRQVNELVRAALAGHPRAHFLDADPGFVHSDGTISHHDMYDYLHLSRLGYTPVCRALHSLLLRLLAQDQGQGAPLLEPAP
PME-1 primary = PME-1 inhibitors via competitive probe labeling, primary screen, biochemical, fluorescence polarization, FP-Rh probe, HTS; Protein phosphatase methylesterase 1 (Homo sapiens), Q9Y570; recombinant PME-1; inhibition, % at 5.9 µM; 0.53% of 320,000 active;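 active = inhibition above the campaign mean of all compounds plus 3 SD, cut at about 26% in these data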;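 also: competitive labeling of PME-1 active site by serine hydrolase directed probe; 0% = PME-1 with DMSO and 100% = wells lacking PME-1 enzyme; inhibitors block probe labeling so polarization falls and inhibition rises; many of its hits are not listed in these tables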
Target sequence (Q9Y570 whole entry, looked up): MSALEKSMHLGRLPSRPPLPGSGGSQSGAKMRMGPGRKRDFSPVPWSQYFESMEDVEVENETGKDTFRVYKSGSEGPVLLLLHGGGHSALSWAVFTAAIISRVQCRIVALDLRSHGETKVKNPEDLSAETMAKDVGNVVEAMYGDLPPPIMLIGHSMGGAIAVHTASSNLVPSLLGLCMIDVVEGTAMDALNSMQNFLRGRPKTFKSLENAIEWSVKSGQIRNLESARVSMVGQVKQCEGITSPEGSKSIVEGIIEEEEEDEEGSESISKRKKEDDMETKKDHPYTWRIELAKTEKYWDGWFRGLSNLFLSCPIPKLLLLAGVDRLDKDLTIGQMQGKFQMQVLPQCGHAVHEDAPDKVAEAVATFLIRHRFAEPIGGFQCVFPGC
LYPLA2 inh = LYPLA2 inhibitors, primary screen, counter-screen for PME1 inhibitor project, biochemical, fluorescence polarization, FP-Rh probe ABPP | recombinant LYPLA2 | inhibition, % at 5.9 µM | 0.38% of 320,000 active;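 active = inhibition above the screen-wide mean plus 3 SD, limit set per campaign, cut at about 26% in these data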;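 also: 0% = LYPLA2 with DMSO and 100% = wells lacking LYPLA2 enzyme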
PAD4 FP inh = human PAD4 inhibitors, primary screen, biochemical, fluorescence polarization, 1536-well format; 0.41% of 330,000 active; recombinant PAD4, RCA probe fluorescence polarization; inhibition, % at 6.36 µM; Protein-arginine deiminase type-4 (Homo sapiens), Q9UM07;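 active = percent inhibition above a cutoff equal to the mean of all tested compounds plus 3 SD, cut at about 15% in these data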;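 also: 0% = PAD4 with RCA probe and DMSO and 100% = probe without PAD4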
GSTO1 inh = inhibitors of recombinant GSTO1, primary screen, counter-screen for RBBP9 inhibitor project, biochemical, fluorescence polarization; Glutathione S-transferase omega-1 (Homo sapiens), P78417; activity-based probe fluorescence polarization; inhibition, % at 5.96 µM; 1.1% of 300,000 active; AID 1974, 2009;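 active = inhibition above the campaign mean inhibition plus 3 SD, cut at about 35% in these data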;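 also: 0% = GSTO1-1 with DMSO and 100% = wells lacking GSTO1-1 enzyme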
Numbers without * were called inactive; x = not tested or not shown. This is a subset; count on the stated rates, not on these rows.

Fields: LYPLA1 inh	PAFAH2 inh	PAFAH1B2 FP inh	pPAFAH FP inh	PAFAH1B3 inh	PME-1 primary	LYPLA2 inh	PAD4 FP inh	GSTO1 inh
[1] Cc1ccc(N2CCN(CC(O)COc3ccccc3)CC2)cc1 (stereo not given)
    0	-2	0	8	3	-4	0	-5	1
[2] NC(Cc1ccc2nsnc2c1)C(=O)O (stereo not given)
    0	-3	2	-6	-1	3	1	-2	-8
[3] O=C(CN1CC(=O)Nc2ccccc21)NCCc1ccc(Cl)cc1Cl
    1	14	9	0	1	2	-10	-4	16
[4] S=C(Nc1ccc(Cl)cc1)N1CCN(Cc2ccccc2)CC1
    3	1	-1	-2	13	4	2	-3	4
[5] CCCCNS(=O)(=O)c1ccc2nc(-c3cccnc3)cc(C(=O)NCC(OC)OC)c2c1
    0	2	-1	3	-1	2	-3	-1	-2
[6] CCN(CC)C(=O)C(Sc1nnnn1-c1ccc(O)cc1)c1ccccc1 (stereo not given)
    0	-9	6	1	10	1	-4	-2	2
[7] Cc1csc(NC(=O)c2c(-c3c(Cl)cccc3Cl)noc2C)n1
    3	2	3	3	2	-10	-2	-3	-2
[8] COc1ccccc1/C=C/C=N/NC(=O)Cc1cccs1
    -2	1	1	9	4	-8	-3	-4	-3
[9] CCOC(=O)N1CCC(NC(=O)CCS(=O)(=O)c2ccc3c(c2)CCN3C(=O)CC)CC1
    2	2	2	2	4	2	-4	-3	0
[10] COc1cc2c(cc1OC)C(c1cccc([N+](=O)[O-])c1)N(C(=O)c1ccccc1C(=O)O)CC2 (stereo not given)
    -2	-5	1	1	11	-1	-1	0	2
[11] CCN(CC(=O)Nc1ccc(NC(C)=O)cc1)C(=O)COc1ccc(C(=O)c2ccccc2)cc1
    -1	-3	3	-1	-1	5	-1	-3	5
[12] O=C(c1ccccc1)C(O)c1ccccc1 (stereo not given)
    -1	-6	10	4	8	-5	-2	-4	x
[13] Cc1ccc(C(=O)NC2CCC(C)CC2)o1 (stereo not given)
    0	0	-2	-2	-7	6	6	-2	-7
[14] S=C(NCc1ccco1)Nc1ccc(N2CCOCC2)cc1
    4	15	4	4	7	0	6	0	0
[15] Cc1ccc2nc(N3C(=O)C(O)=C(C(=O)c4ccco4)C3c3ccc(O)cc3)sc2c1 (stereo not given)
    -7	15	5	0	8	-3	-9	1	-4

Further records
Fields: LYPLA1 inh	PAFAH2 inh	PAFAH1B2 FP inh	pPAFAH FP inh	PAFAH1B3 inh	PME-1 primary	LYPLA2 inh	PAD4 FP inh	GSTO1 inh
[16] Cn1ncn2c(=O)c3c(nc12)-c1ccccc1CC31CCCC1
    -1	-8	6	5	3	2	7	-10	-13
[17] COc1nc(C)ccc1-c1noc(-c2ccccn2)n1
    1	4	0	5	2	3	6	1	3
[18] O=C(O)CCN1C(=O)/C(=C\c2cccc(OCc3ccccc3)c2)SC1=S
    -1	-2	27*	11	7	1	3	-1	8
[19] CCCC(O)(c1ccc(OC)cc1)C(CN(C)C)c1ccccc1 (stereo not given)
    -4	-2	3	-1	3	-1	-4	1	4
[20] CCOC(=O)c1c(NCC(C)C)c2ccccc2[nH]c1=O
    2	-2	4	6	1	-3	5	1	8
[21] CC(=O)c1ccc(S(=O)(=O)N2CCN(CC#N)CC2)cc1
    0	3	4	3	13	-1	-6	-4	11
[22] O=C(COC(=O)c1ccncc1)Nc1cc(Cl)ccc1Cl
    1	6	1	-3	7	2	-1	0	3
[23] C[N+]12CCCCC1C(COC(=O)c1ccc3c(c1)OCO3)CCC2 (stereo not given)
    -3	3	1	6	3	3	6	-6	3
[24] Cc1ccc(O)c(CNc2cccc3cccnc23)c1
    -2	4	3	13	7	4	1	-5	21
[25] CN(C)CCNC(=O)c1csc(Nc2cccc3ccccc23)n1
    -1	-3	4	-4	7	2	6	-7	3
[26] CN1CCC(=C(c2ccccc2)c2ccc(Br)cc2)CC1
    1	2	9	0	0	-5	0	-2	7
[27] Cc1sc2nc(SCC(=O)c3cc(C)n(CC4CCCO4)c3C)n(C(C)C)c(=O)c2c1C (stereo not given)
    -2	-4	9	0	11	-4	-4	3	1
[28] O=C(CS(=O)(=O)Cc1ccccc1)N1CCc2ccccc21
    2	15	7	2	-2	7	-7	-5	-6
[29] Cc1ccc2cc3cc(C(=O)NCCCN4CC(C)CC(C)C4)oc3nc2c1 (stereo not given)
    4	1	4	3	12	5	4	1	-8
[30] CN(c1ccccc1)S(=O)(=O)c1cccc(NC(=O)CSc2nnc(N)s2)c1
    -5	-5	1	1	6	1	-17	1	6

Later entries:
Fields: LYPLA1 inh	PAFAH2 inh	PAFAH1B2 FP inh	pPAFAH FP inh	PAFAH1B3 inh	PME-1 primary	LYPLA2 inh	PAD4 FP inh	GSTO1 inh
[31] COc1cnc(SCC(=O)O)[nH]c1=O
    2	-1	6	1	-3	3	2	1	4
[32] Cc1ccc(C)n1-c1nnc(N2CCC(C(=O)NCCCN3CC(C)CC(C)C3)CC2)s1 (stereo not given)
    -7	-1	9	0	-3	-3	7	3	2
[33] COC(=O)c1ccc2c(c1)N(Cc1ccccc1F)C(=O)c1ccccc1S2=O (stereo not given)
    0	-1	-4	0	13	-1	-6	-2	2
[34] O=C1CC(/C=C/c2ccncc2)=Nc2ccccc2N1
    -1	-7	6	2	11	0	6	1	6
[35] COc1ccccc1C(=O)NC(=O)CSc1nnc(SC)s1
    -1	-1	2	1	-1	5	0	-5	2
[36] CCN(CC)C(=O)CSc1nnc(-n2nc(C)cc2C)c2ccccc12
    -1	3	-1	5	8	-3	-1	-2	3
[37] O=C([C@@H]1CCCN1C(=O)c1cccs1)N1CCN(S(=O)(=O)c2cccc(F)c2)CC1
    -2	-3	12	2	4	1	-2	-3	x
[38] CC1(C)N=C(N)N=C(N)N1c1ccc(OCCCOc2ccccc2)c(Cl)c1
    -3	14	3	2	0	-4	3	1	1
[39] CCS(=O)(=O)C1=NN2C(=N)/C(=C\c3ccc(OC(=O)c4ccco4)c(Br)c3)C(=O)N=C2S1
    -3	x	x	12	x	-6	-8	-4	-10
[40] CCNc1nnc(SCC(=O)N2c3ccccc3NC(=O)CC2C)s1 (stereo not given)
    -1	-6	-1	1	9	-2	-1	3	x
[41] Cc1ccc(C(CC(=O)NCCCN(C)C)c2ccc(OC(C)C)cc2)cc1 (stereo not given)
    2	2	2	0	0	-1	3	-1	4
[42] CC(C(=O)Nc1ccccc1C(=O)N1CCOCC1)N(c1ccc(Cl)cc1)S(C)(=O)=O (stereo not given)
    2	3	-4	4	3	-2	1	-2	-12
[43] COc1ccc(-c2cc3cc(OC)c(OC)cc3c(C)n2)cc1
    -3	5	4	-1	4	9	-3	11	4
[44] COc1cc(C(=O)Nc2ccc(Cl)c([N+](=O)[O-])c2)cc(OC)c1OC
    -8	-3	0	-1	2	-5	-7	1	-4
[45] C/C(CC(=O)Nc1ccc2c(c1)OCCO2)=N\NC(=O)COc1cccc(C)c1
    -3	7	1	6	7	-2	1	4	-2

Next part.
Fields: LYPLA1 inh	PAFAH2 inh	PAFAH1B2 FP inh	pPAFAH FP inh	PAFAH1B3 inh	PME-1 primary	LYPLA2 inh	PAD4 FP inh	GSTO1 inh
[46] Cc1ccc(NC(=O)COC(=O)Cc2csc(-c3ccc(Cl)cc3)n2)cc1C
    0	7	8	11	-2	-9	-3	-2	-8
[47] Cc1cc(C(=O)OCC(=O)Nc2ccccc2Cl)c(C)o1
    -1	45*	3	3	-2	3	-5	2	x
[48] Cc1[nH]nc2c1/C(=N/O)CC(c1ccccc1)C2 (stereo not given)
    -3	-1	8	3	7	4	-4	0	0
[49] CCOC(=O)c1nnn(-c2nonc2N)c1COc1ccccc1
    6	-1	-1	4	0	9	1	-8	-4
[50] O=C(c1cccc(S(=O)(=O)N2CCc3ccccc32)c1)N1CCCC(C(F)(F)F)C1 (stereo not given)
    4	3	13	5	0	-1	4	-1	-1
[51] CCn1c(N2CCN(C(=O)NC3CCCCC3)CC2)nc2ccccc21
    2	-4	-2	2	1	-4	4	-2	3
[52] Cc1cccc(Cc2c(C)nc3c(C(=O)NCc4ccco4)cnn3c2C)c1
    -1	-4	1	20	3	-4	5	-5	1
[53] COc1cccc(CN(C)C(=O)CCNC(=O)c2ccc(Br)cc2)c1
    0	-3	-4	5	3	4	-9	-3	-5
[54] CCOC(=O)N1CCN(c2cc(C)c([N+](=O)[O-])cc2F)CC1
    -2	2	7	2	1	0	0	0	-5
[55] COc1ccc(CCN2CC34C=CC(O3)C(C(=O)NCc3ccccc3Cl)C4C2=O)cc1OC (stereo not given)
    -1	5	6	-1	4	-3	1	7	-10
[56] O=C(C1CC(=O)N(c2ccc3c(c2)OCCO3)C1)N1CCN(Cc2ccccc2F)CC1 (stereo not given)
    0	-1	-1	1	-4	0	2	-3	x
[57] CN[C@H](C)C(=O)NC[C@H]1O[C@@H](n2cnc3c(N)ncnc32)[C@H](O)[C@@H]1O
    x	-7	3	3	-2	x	x	0	x
[58] O=C(/C=C/c1ccc([N+](=O)[O-])cc1)NCc1ccc2c(c1)OCO2
    2	-2	8	7	-2	-1	4	0	1
[59] Cc1ccccc1CSCCNC(=O)CCSc1ccccc1
    -2	1	18	4	2	4	3	-4	-3
[60] COc1ccc(C2C(C#N)=C(N)Oc3cccc(O)c32)cc1 (stereo not given)
    -3	0	2	-1	6	-5	-2	1	2
[61] Cc1cc(C)c(OCCN(C)C)c(Cl)c1
    -5	-2	2	-4	-1	1	1	-1	-3
[62] O=S(=O)(c1ccccc1)c1nc(Nc2cccc(O)c2)sc1Cl
    -16	13	1	4	7	21	-4	1	-11
